# Screens (PubChem)
# PhoP GFP inhibition: PhoP regulon inhibitors, Salmonella typhi PhoP promoter GFP reporter, confirmatory (AID 1850) | Salmonella Typhi PhoP-promoter GFP reporter, fluorescence, 4 h; higher % means a stronger effect | inhibition, % at 50 µM; hits with a dose series show IC50 in µM | 0.33% of 310,000 active; in the data active = a potency from the dose series; inconclusive = inhibition mostly from about 25% at the one dose, without a potency; inactive = the rest, 99 in 100 with inhibition below about 19%;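 note: 0% = induced wells with vehicle and 100% = uninduced wells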
# influenza NS1A: NS1A inhibition, H1N1 influenza, cell based functional assay (AID 504329). 0.3% of 340,000 active. NS1A functional cell-based assay, percent inhibition; higher % means a stronger effect. one-dose inhibition, % at 12.5 µM; IC50 in µM for titrated hits; in the data active = a potency from the dose series; inconclusive = inhibition above about 27% without an active follow-up result; note: strong numbers were not always called active
# VEEV TC-83 Vero: inhibitors of VEEV TC-83 cytopathic effect, confirmation, Vero cells (AID 588727); Vero cells, VEEV TC-83 cytopathic effect inhibition; higher % means a stronger effect; inhibition, % at 20 µM, or IC50 in µM where a hit was titrated; 0.13% of 350,000 active; in the data active = a potency from the dose series; inconclusive = inhibition mostly from about 14% at the one dose, without a potency; inactive = the rest, 99 in 100 with inhibition below about 12%; note: strong numbers were not always called active
# M. tuberculosis HTS: M. tuberculosis growth inhibition, HTS (AID 449762); 0.59% of 330,000 active; inhibition, % at 25 µM, or IC50 in µM where a hit was titrated; M. tuberculosis H37Rv growth inhibition, 7H9 media; higher % means a stronger effect; in the data active = a potency from the dose series; inconclusive = inhibition above about 70% without an active follow-up result;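 note: bacterial growth assessed after seven days of incubation; strong numbers were not always called active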
# tuberculosis growth: growth inhibition of non-replicating M. tuberculosis (AID 488890); Mycobacterium tuberculosis non-replicating, growth inhibition; higher % means a stronger effect; inhibition, % at 25 µM, or IC50 in µM where a hit was titrated; 0.39% of 320,000 active; in the data active = a potency from the dose series; inconclusive = inhibition mostly from about 82% at the one dose, without a potency; inactive = the rest, 99 in 100 with inhibition below about 76%;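 note: plate controls were DMSO cells for no effect and high antibiotic wells for full effect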
# VEEV TC-83 Vero 10K pilot screen: also measured in VEEV TC-83 Vero; calls as there; inhibition, %; measured here: 10K pilot screen inhibition
# Numbers without * were called inactive; i = inactive; ? = inconclusive; . = not tested or not shown.
SMILES,PhoP GFP inhibition,influenza NS1A,VEEV TC-83 Vero,M. tuberculosis HTS,tuberculosis growth,others
C#CCOCCOCCOCCNc1nc(N2CCN(C(=O)CCCCCCCCCCNC(=O)[C@H]([C@@H](C)CC)n3cc(CCCCN=C(N)N)nn3)CC2)nc(N2CCN(C(=O)CCCCCCCCCCNC(=O)[C@H](CO)n3cc(CCCCCN)nn3)CC2)n1,35µM*,16µM*,13%,?,?,VEEV TC-83 Vero 10K pilot screen=50
Fc1ccc(CSc2nc3ccccc3[nH]2)c2ccccc12,2%,-2%,6.0%,-4%,14%,
O=C(NCc1ccccc1)OCCN1CCN(Cc2ccccc2)CCC1=O,0%,-21%,1.5%,-7%,-5%,
COc1cc(OC)cc(C(=O)Nc2ccc(-c3nc4ccccc4o3)c(O)c2)c1,4%,-1%,3.5%,?,15%,
COc1cc(NC(=O)C2CCCN2S(=O)(=O)c2cccc3cccnc23)cc(OC)c1OC (configuration not stated),-19%,1%,0.4%,0%,.,
Cc1c(Br)c([N+](=O)[O-])nn1CC(=O)NCc1cccs1,-1%,-2%,0.2%,-5%,5%,
Cc1cc(CCN2CCC(=O)NC2=O)ccc1OC(C)C,-1%,-3%,0.5%,-3%,-16%,
Cc1cccc(-c2nnc(SCC#N)n2Cc2ccccc2)c1,-4%,-2%,4.6%,-3%,6%,
COc1ccccc1/C=C1\SC(=S)N(CCC(=O)NNC(=O)c2ccccc2O)C1=O,-6%,0%,2.8%,9%,-22%,
COc1ccc(NC(=O)COC(=O)/C=C/c2cccs2)c(OC)c1,.,0%,1.9%,8%,27%,
COc1cc(OC)cc(-c2c(-c3cccs3)c3cc(-c4ccc5c(c4)OCCO5)ccc3n2C)c1,.,4%,1.8%,3%,28%,VEEV TC-83 Vero 10K pilot screen=5.3
O=Cc1c(N2CCN(CCO)CC2)nc2ccccn2c1=O,4%,-2%,1.1%,2%,-8%,
Cc1nnsc1C(=O)NNc1ccc(C(C)(C)C)cc1,-20%,0%,i,-5%,1%,
Cc1c(C)n(C(=O)CN2CCC(C)CC2)c2ccccc12,-7%,-1%,0.3%,1%,5%,
COc1cc(C(=O)Nc2ccc(C(=O)c3cccs3)cc2)cc(OC)c1OC,-5%,1%,8.9%,61%,38%,
CCCOC(=O)C1[C@H]2C(=O)N(Cc3ccco3)C[C@]23C=C[C@H]1O3 (some centres not stated),1%,4%,0.1%,8%,4%,VEEV TC-83 Vero 10K pilot screen=0.9
COc1cccc(NC2=CC(=O)CC(C)(C)C2)c1,-6%,1%,i,1%,-3%,
COc1nc(NCCc2ccc(OC)c(OC)c2)nc(Nc2ccccc2)n1,4%,2%,8.8%,44%,13%,
CC(C)c1ccc(NC2CCCN(C(=O)CCN3CCCCO3)C2)cc1 (configuration not stated),-6%,-5%,0.2%,-5%,0%,
Cc1nn(-c2ccccc2)c(C)c1NC(=O)COC(=O)c1ccc(Cl)c(S(N)(=O)=O)c1,-10%,-10%,2.5%,-2%,13%,
Nc1ccc2oc(-c3ccccc3Cl)cc(=O)c2c1O,-2%,11%,0.3%,-3%,-1%,
N#Cc1ccc(/C=N/NC(=O)c2cc(-c3cccs3)nc3ccccc23)cc1,0%,2%,2.2%,?,12%,
CCOc1ccc(CNC(=O)CCSCc2ccccc2F)cc1OC,5%,-11%,0.5%,-3%,11%,
COc1cc(/C=N/Nc2nc3ccccc3[nH]2)cc(Br)c1OCC(=O)N(C)C,4%,-5%,10%,52%,71%,
CCOc1ccccc1NC1c2ccccc2C(=O)N1Cc1ccco1 (configuration not stated),5%,8%,3.8%,0%,18%,
CC(C)=CCC[C@](C)(O[C@@H]1O[C@H](CO[C@@H]2OC[C@H](O[C@@H]3OC[C@@H](O)[C@H](O)[C@H]3O)[C@H](O)[C@H]2O)[C@@H](O)[C@H](O)[C@H]1O)C1CC[C@]2(C)C1[C@H](O)CC1[C@@]3(C)CC[C@H](O)C(C)(C)C3[C@@H](O)C[C@]12C (some centres not stated),.,-10%,i,6%,2%,VEEV TC-83 Vero 10K pilot screen=1.3
COc1ccc(NC(=O)C2CCCO2)cc1Cl (configuration not stated),-2%,25%,i,56%,2%,
CC1CCC(NC(=O)C(Cc2ccccc2)n2cccc2)CC1 (configuration not stated),4%,17%,0.7%,-12%,13%,
O=C(CCc1ccc(S(=O)(=O)NC2CCCCC2)cc1)NCc1ccccn1,13%,-2%,0.5%,-3%,0%,
Cc1ccccc1NC(=O)C(NS(=O)(=O)c1ccc2c(c1)c(=O)n(C)c(=O)n2C)c1ccccc1 (configuration not stated),.,-12%,i,-5%,0%,
COc1ccc(CNC(=O)NCCc2c[nH]c3ccccc23)cc1,3%,-23%,0.3%,9%,6%,
COc1ccc(-c2sc3cc4c(cc3c2C#Cc2ccc(N)cc2)OCO4)cc1,.,-8%,3.2%,6%,-15%,
O=C1NC[C@H](c2ccccc2)N(CCc2cc(C(F)(F)F)cc(C(F)(F)F)c2)C1=O,-13%,-10%,0.7%,3%,6%,
CCN1C(=O)[C@H]2[C@H]3CN=C(SCc4ccc(C#N)cc4)N3[C@@](C)(C(=O)OC)[C@H]2C1=O,.,-15%,i,.,.,
Fc1ccc(CNC(=S)Nc2ccccc2Cl)cc1,-9%,-3%,1.4%,-3%,?,
Cc1sc2ncnc(OCC(=O)NCC3CCCO3)c2c1C (configuration not stated),11%,5%,0.3%,-3%,-16%,
NS(=O)(=O)c1ccc(NC(=S)NNC(=O)c2cccs2)cc1,5%,.,1.7%,53%,-12%,
O=C(CSc1ccc2c(c1)OCCO2)N1CCN(c2ccccc2O)CC1,.,2%,8.0%,.,.,
CCc1cccc(OCC2Cn3c(nc4c3c(=O)n(C)c(=O)n4C)O2)c1 (configuration not stated),-4%,-3%,0.4%,26%,38%,
COc1cc(/C=C/c2ccc3cccc(OC)c3n2)c(O)c([N+](=O)[O-])c1,2%,-3%,?,8%,-2%,
Cc1ccc(S(=O)(=O)N(C)c2ccccc2C(=O)Nc2ccc(F)cc2F)cc1,6%,-5%,0.8%,6%,4%,
O=C1CCN(Cc2ccc(O)cc2)CCN1[C@H](CO)Cc1ccccc1,15%,3%,1.9%,-7%,-6%,
C=CCn1c(C)c(/C=C/c2cc[n+](C)cc2)c2ccccc21,-160%,22%,i,1%,69%,
Cc1ccc(O)c(Nc2c3ccccc3nc3ccccc23)c1,28µM*,18%,6.8%,6%,74%,
CN1c2ccccc2C(=O)/C(=C\Nc2ccc(F)cc2F)S1(=O)=O,-1%,2%,1.3%,9%,0%,
CN(C(=O)CCn1c(=S)oc2ccccc21)c1ccc(F)cc1,5%,-9%,i,-7%,-29%,
CCn1c(C)nc2cc(C(=O)N=Nc3c(O)[nH]c4c(C)cc(C)cc34)ccc21,3%,.,.,-7%,2%,
O=C1NCCO1,-6%,-5%,1.4%,4%,6%,
Brc1cnc(N2CCCC2)nc1N1CCOCC1,4%,1%,i,-2%,-8%,
CC1(C)OC(=O)C(=CNCCc2ccc(O)cc2)C(=O)O1,2%,-3%,1.2%,3%,10%,
Cc1ccc(S(=O)(=O)N2CCOCC2)cc1C(=O)NCC1CCCCC1,.,-6%,1.6%,2%,.,
CCOc1ccc(NS(=O)(=O)c2ccc3c(c2)N(C(C)=O)CCS3)cc1,6%,9%,i,3%,20%,
CCN1C(=O)[C@@H]2[C@@H](c3ccc(-c4cccc(Cl)c4)c(OC)c3)N3CCCC[C@@]3(C(=O)OC)[C@@H]2C1=O,-4%,-4%,0.7%,2%,8%,VEEV TC-83 Vero 10K pilot screen=1.3
O=C(Nc1ccc(N2CCOCC2)cc1Cl)C1CCN(C(=O)OCc2ccccc2)CC1,-8%,14%,2.4%,23%,52%,
O=C(O)CCC(NC(=O)C1CCCN1C(=O)OCc1ccccc1)C(=O)O (configuration not stated),1%,-17%,0.3%,0%,14%,
CCOc1ccc(C(=O)NCC(=O)OCc2c(C)noc2C)cc1,-5%,-7%,i,-10%,-3%,
COC(=O)c1cc(-c2ccccc2)on1,-10%,-2%,i,70%,?,
CCCCOC(=O)CN1C(=O)c2ccc(C(=O)OCCCC)cc2C1=O,1%,-3%,1.3%,1%,28%,
Cc1ccc(-c2nc(-c3nccc4ccccc34)oc2-c2ccccc2)cc1,-11%,-12%,2.6%,?,23%,
O=C(OC(C(=O)NCc1cccs1)c1ccccc1Cl)c1ccco1 (configuration not stated),-1%,-1%,0.3%,2%,8%,
# Carrying on:
SMILES,PhoP GFP inhibition,influenza NS1A,VEEV TC-83 Vero,M. tuberculosis HTS,tuberculosis growth,others
Cc1cc(NC(=O)CCN2CCC(C(N)=O)CC2)ccc1Br,1%,3%,2.9%,.,-14%,
CCCn1c(C(=O)OC)cc2c1ccn2-c1ccc(F)cc1,0%,-7%,1.8%,14%,19%,
O=c1cc(-c2ccc(F)cc2)oc2ccccc12,-11%,4%,5.2%,1%,28%,
COC(=O)[C@@H](NC(=O)NCCC1=CCCCC1)C(C)C,2%,-2%,0.8%,-3%,-7%,
O=C(/C=C/c1ccc(Br)o1)NCc1ccccc1,7%,0%,0.3%,10%,8%,
CCCc1cc(-n2ccnc2)n2c(nc3ccccc32)c1C#N,1%,-29%,0.3%,-1%,-2%,
Cc1[nH]c2ccccc2c1C(=O)CN1C(=O)C(=O)N(C2CCCC2)C1=O,6%,7%,1.1%,4%,3%,
Cc1ccc2cc(CN(CC3CCCO3)C(=S)NCc3ccco3)c(=O)[nH]c2c1C (configuration not stated),4%,9%,8.3%,6%,23%,
CC(C)CN1C(=O)C(=O)N(CC(=O)N2CCC(Cc3ccccc3)CC2)C1=O,-6%,7%,2.8%,-6%,33%,
Cc1cc(N)ccc1-n1c(C)ccc1C,13%,2%,1.7%,0%,21%,
CN1CC(C(=O)c2ccc(Cl)cc2)C(c2ccc(Cl)cc2Cl)C1 (configuration not stated),37µM*,4%,i,8%,.,
CCc1cc2c(CN3CCN(CCO)CC3)cc(=O)oc2cc1O,6%,-3%,1.0%,0%,-10%,
COc1ccccc1N1CCN(C2CCCC(C)C2)CC1 (configuration not stated),-15%,-9%,0.8%,0%,5%,
C/C=C/c1ccc(OCCOCCNCc2ccccc2)c(OC)c1,-11%,-5%,i,8%,?,
O=[N+]([O-])c1ccc2c(c1)-c1ccccc1C2=NO,.,-2%,8.7%,.,.,
CC(C)N1C(=S)SC(C)(C)C1NO (configuration not stated),-7%,-3%,0.8%,4%,6%,

# 13 successive entries out of the list so far, for reference:
SMILES,PhoP GFP inhibition,influenza NS1A,VEEV TC-83 Vero,M. tuberculosis HTS,tuberculosis growth,others
Cc1cc(NC(=O)CCN2CCC(C(N)=O)CC2)ccc1Br,1%,3%,2.9%,.,-14%,
CCCn1c(C(=O)OC)cc2c1ccn2-c1ccc(F)cc1,0%,-7%,1.8%,14%,19%,
O=c1cc(-c2ccc(F)cc2)oc2ccccc12,-11%,4%,5.2%,1%,28%,
COC(=O)[C@@H](NC(=O)NCCC1=CCCCC1)C(C)C,2%,-2%,0.8%,-3%,-7%,
O=C(/C=C/c1ccc(Br)o1)NCc1ccccc1,7%,0%,0.3%,10%,8%,
CCCc1cc(-n2ccnc2)n2c(nc3ccccc32)c1C#N,1%,-29%,0.3%,-1%,-2%,
Cc1[nH]c2ccccc2c1C(=O)CN1C(=O)C(=O)N(C2CCCC2)C1=O,6%,7%,1.1%,4%,3%,
Cc1ccc2cc(CN(CC3CCCO3)C(=S)NCc3ccco3)c(=O)[nH]c2c1C (configuration not stated),4%,9%,8.3%,6%,23%,
CC(C)CN1C(=O)C(=O)N(CC(=O)N2CCC(Cc3ccccc3)CC2)C1=O,-6%,7%,2.8%,-6%,33%,
Cc1cc(N)ccc1-n1c(C)ccc1C,13%,2%,1.7%,0%,21%,
CN1CC(C(=O)c2ccc(Cl)cc2)C(c2ccc(Cl)cc2Cl)C1 (configuration not stated),37µM*,4%,i,8%,.,
CCc1cc2c(CN3CCN(CCO)CC3)cc(=O)oc2cc1O,6%,-3%,1.0%,0%,-10%,
COc1ccccc1N1CCN(C2CCCC(C)C2)CC1 (configuration not stated),-15%,-9%,0.8%,0%,5%,
